Neddyl block = cullin neddylation inhibition. P61081+Q13564. TR-FRET cullin neddylation, biochemical. calls only at 25 µM. 360,000 compounds, 0.58% hits; in the data active = inhibition above about 36%
CSN deneddyl inh = CSN deneddylation inhibition; Purified CSN, SCF-Nedd8-OG deneddylation, fluorescence polarization; inhibition, % at 12.5 µM; 360,000 compounds, 0.38% hits;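 active = pattern-corrected inhibition above about 35%, with an unprinted fluorescence ratio check between 0.5 and 1.5, limit read from the data, passing the limit was not always enough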;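 note: 0% = enzyme with substrate and 100% = substrate without enzyme; some results filed as inactive read as strong as hits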
Target sequence (Q92905 whole entry, looked up, one chain of several): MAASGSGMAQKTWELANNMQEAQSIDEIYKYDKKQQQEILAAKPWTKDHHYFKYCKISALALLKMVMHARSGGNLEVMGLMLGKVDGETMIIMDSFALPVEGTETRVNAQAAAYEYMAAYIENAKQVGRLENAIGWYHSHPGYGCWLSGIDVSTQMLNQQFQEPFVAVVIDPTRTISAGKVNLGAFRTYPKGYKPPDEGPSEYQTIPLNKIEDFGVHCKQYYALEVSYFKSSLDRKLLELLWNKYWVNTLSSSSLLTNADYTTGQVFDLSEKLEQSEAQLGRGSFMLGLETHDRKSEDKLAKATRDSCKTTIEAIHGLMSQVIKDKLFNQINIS
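assay system = purified human Csn5 enzyme expressed in HEK293T cells | amount = 0.24 nM enzyme | buffer or medium = Tris/NaCl/DTT buffer, pH 7.5 | reagent = 10 nM SCFSkp2-Nedd8OG | compound = one concentration, 12.5 µM, 0.25% DMSO | times = 90 min reaction at room temperature | signal = FP | read-out basis = % inhibition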
MsrA act = activators of bovine methionine sulfoxide reductase A; purified bovine MsrA, absorbance read-out; activation, % at 10.6 µM; 360,000 compounds, 0.3% hits; in the data active = activation above about 7.5%;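 note: 0% = vehicle and 100% = reference activator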
FAS TE block = inhibitors of human fatty acid synthase thioesterase domain | AID 602261 | inhibition, % at 15 µM | recombinant FAS-TE, OMFH fluorogenic substrate, fluorescence endpoint | 360,000 compounds, 0.67% hits;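 active = compounds whose normalised, plate-corrected inhibition of enzyme fluorescence in the single-dose primary screen is 50% or more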;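 note: 0% = DMSO with enzyme and 100% = substrate without enzyme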
Rin1-Abl PPI inh = inhibitors of human Rin1-Abl protein interaction; P00519+Q13671; TR-FRET Rin1/Abl binding, biochemical; inhibition, % at 7.35 µM; 360,000 compounds, 0.4% hits; in the data active = inhibition above about 5%, passing the limit was not always enough
Tb MetRS inh = blocks T. brucei methionyl-tRNA synthetase activity; purified T. brucei MetRS, ATP depletion, Kinase-Glo luminescence; inhibition, % at 11.9 µM; 360,000 compounds, 0.4% hits;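 active = inhibition above a per-plate cutoff of the control wells' mean inhibition plus 3 SD, cut at about 5.5% in these data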;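 note: 0% = DMSO wells median and 100% = median of wells with control inhibitor compound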
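System: purified T. brucei MetRS enzyme / Detection: Kinase-Glo luciferase luminescence reporting remaining unconsumed ATP / Medium: HEPES buffer with MgCl2, KCl, DTT, spermine, BSA, pyrophosphatase / Replication: singlicate, one well per compound / Evaluation: percent inhibition relative to median high and low control wells / Schedule: 2 h aminoacylation at 25 °C after 15 min preincubation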
MLLE-PAM2 inh = inhibitors of microRNA-mediated deadenylation, human PABP1 MLLE binding; GST-MLLE / FITC-PAM2 fluorescence polarization; inhibition, % at 20 µM; 360,000 compounds, 0.36% hits; AID 588489; in the data active = inhibition above about 35%, passing the limit was not always enough;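 note: plate controls were DMSO wells with GST-MLLE for no effect and wells lacking GST-MLLE protein for full effect; some results filed as inactive read as strong as hits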
Target sequence (P11940 whole entry, looked up): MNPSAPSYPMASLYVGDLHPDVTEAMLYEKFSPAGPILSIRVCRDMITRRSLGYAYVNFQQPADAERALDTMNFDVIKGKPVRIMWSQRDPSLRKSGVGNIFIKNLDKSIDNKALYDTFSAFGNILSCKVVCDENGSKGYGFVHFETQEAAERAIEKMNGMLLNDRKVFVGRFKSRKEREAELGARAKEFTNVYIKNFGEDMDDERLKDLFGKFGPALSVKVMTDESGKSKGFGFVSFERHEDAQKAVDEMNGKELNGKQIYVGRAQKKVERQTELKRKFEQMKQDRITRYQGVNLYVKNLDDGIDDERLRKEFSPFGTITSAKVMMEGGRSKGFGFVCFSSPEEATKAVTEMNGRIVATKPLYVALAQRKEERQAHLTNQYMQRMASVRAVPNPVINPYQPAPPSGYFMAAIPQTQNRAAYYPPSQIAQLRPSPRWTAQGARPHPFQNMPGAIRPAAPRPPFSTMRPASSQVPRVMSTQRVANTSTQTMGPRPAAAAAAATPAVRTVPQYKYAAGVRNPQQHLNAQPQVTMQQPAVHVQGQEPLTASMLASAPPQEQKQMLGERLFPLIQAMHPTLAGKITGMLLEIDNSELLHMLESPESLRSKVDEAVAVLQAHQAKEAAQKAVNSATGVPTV
eLon inh = inhibits E. coli Lon protease; P0A9M0; 360,000 compounds, 0.42% hits; inhibition, % at 7.94 µM; AID 602123; purified E. coli Lon protease, fluorescence polarization; in the data active = inhibition above about 13%, passing the limit was not always enough;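 note: 0% = enzyme with probe and DMSO and 100% = no enzyme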
MsrA inhibitor = bovine MsrA inhibition | purified bovine MsrA, absorbance read-out | inhibition, % at 15.5 µM | 360,000 compounds, 0.75% hits; in the data active = inhibition above about 4.5%;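 note: 0% = vehicle wells with enzyme and 100% = reference inhibitor wells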
* marks the source's active call; other numbers are inactive results.

What do the screens show for `Cc1nn(-c2ccccc2)c(Cl)c1/C=C/C(=O)c1ccc(O)cc1`?
Neddyl block: inactive; CSN deneddyl inh: -0.6; MsrA act: -5.9; FAS TE block: 1.7; Rin1-Abl PPI inh: -1.5; Tb MetRS inh: 0.0; MLLE-PAM2 inh: -5.6; eLon inh: -8.5; MsrA inhibitor: 1.6

How did N=Nc1c(O)n(CC(=O)Nc2ccccc2)c2ccccc12 do in these assays?
Neddyl block: inactive; CSN deneddyl inh: -3.4; MsrA act: 0.0; FAS TE block: -3.6; Rin1-Abl PPI inh: -4.4; Tb MetRS inh: -0.1; MLLE-PAM2 inh: 11.7; eLon inh: -3.3; MsrA inhibitor: 2.1

Results for CC(CC(C)C(=O)N1CCOCCN(C(=O)C(C)CC(C)C(=O)O)CCOCC1)C(=O)O (configuration not stated) ?
Neddyl block: inactive; CSN deneddyl inh: 2.0; MsrA act: -2.7; FAS TE block: -3.6; Rin1-Abl PPI inh: -3.3; Tb MetRS inh: 0.0; MLLE-PAM2 inh: -6.9; eLon inh: -0.1; MsrA inhibitor: 0.4

Results for O=C(Cc1ccccc1[N+](=O)[O-])NNC(=O)c1cccs1 ?
Neddyl block: inactive; CSN deneddyl inh: -0.6; MsrA act: -0.2; FAS TE block: -5.7; Rin1-Abl PPI inh: 3.4; Tb MetRS inh: -0.1; MLLE-PAM2 inh: 3.1; eLon inh: 1.3; MsrA inhibitor: 1.4

Results for Cc1ccccc1S(=O)(=O)NC(=O)C1(C)CCN1C(=O)C1CCCCC1 (configuration not stated) ?
Neddyl block: inactive; CSN deneddyl inh: 0.0; MsrA act: 0.9; FAS TE block: -5.9; Rin1-Abl PPI inh: -1.1; Tb MetRS inh: 0.1; MLLE-PAM2 inh: -7.8; eLon inh: -9.5; MsrA inhibitor: -1.6

How did COc1cccc(OCc2nc3ncc(Br)cc3[nH]2)c1 do in these assays?
Neddyl block: inactive; CSN deneddyl inh: 4.5; MsrA act: 2.2; FAS TE block: -5.7; Rin1-Abl PPI inh: -90.6; Tb MetRS inh: 3.6; MLLE-PAM2 inh: -0.7; eLon inh: -5.0; MsrA inhibitor: -1.9

How did O=[N+]([O-])c1ncc(Br)cc1Nc1ccccc1 do in these assays?
Neddyl block: inactive; CSN deneddyl inh: -0.2; MsrA act: -2.1; FAS TE block: 4.3; Rin1-Abl PPI inh: -5.5; Tb MetRS inh: -0.5; MLLE-PAM2 inh: -4.0; eLon inh: -3.1; MsrA inhibitor: -0.1

What do the screens show for `CC(=O)NS(=O)(=O)c1ccc(N2C(=O)c3ccccc3C2=O)cc1`?
Neddyl block: inactive; CSN deneddyl inh: 7.5; MsrA act: -7.7; FAS TE block: -6.6; Rin1-Abl PPI inh: 1.4; Tb MetRS inh: -1.0; MLLE-PAM2 inh: 10.2; eLon inh: 2.2; MsrA inhibitor: 1.6

What do the screens show for `O=C(CSc1nccn1Cc1ccco1)Nc1ccccc1`?
Neddyl block: inactive; CSN deneddyl inh: 1.8; MsrA act: -7.0; FAS TE block: -2.6; Rin1-Abl PPI inh: -3.2; Tb MetRS inh: -0.2; MLLE-PAM2 inh: -2.7; eLon inh: -6.6; MsrA inhibitor: -1.1

Results for CCN1C(=O)[C@@H]2[C@@H](c3ccc(SC4CCCCC4)c(OC)c3)N3CCC[C@@]3(C(=O)OC)[C@@H]2C1=O ?
Neddyl block: inactive; CSN deneddyl inh: 0.9; MsrA act: -0.6; FAS TE block: 6.3; Rin1-Abl PPI inh: 3.1; Tb MetRS inh: -0.4; MLLE-PAM2 inh: 3.8; eLon inh: -9.1; MsrA inhibitor: 1.0

What do the screens show for `Cc1cc(C(=O)OCC(=O)Nc2ccccc2C)c(C)o1`?
Neddyl block: inactive; CSN deneddyl inh: 0.6; MsrA act: -1.1; FAS TE block: -1.7; Rin1-Abl PPI inh: -0.4; Tb MetRS inh: -0.4; MLLE-PAM2 inh: -1.1; eLon inh: -2.0; MsrA inhibitor: -1.5

What do the screens show for `CC(C)Cn1c(SC(C)C(=O)NC2CC2)nnc1-c1ccccc1F` (configuration not stated)?
Neddyl block: inactive; CSN deneddyl inh: 0.1; MsrA act: -10.6; FAS TE block: -5.5; Rin1-Abl PPI inh: 3.2; Tb MetRS inh: -0.6; MLLE-PAM2 inh: -25.3; eLon inh: -0.8; MsrA inhibitor: 0.3

What do the screens show for `CCCCn1c(N)c(N(CCOC)C(=O)C2CC(=O)N(Cc3ccc(C)cc3)C2)c(=O)[nH]c1=O` (configuration not stated)?
Neddyl block: inactive; CSN deneddyl inh: -3.8; MsrA act: -2.4; FAS TE block: -10.0; Rin1-Abl PPI inh: -3.4; Tb MetRS inh: -0.5; MLLE-PAM2 inh: -13.3; eLon inh: -10.1; MsrA inhibitor: 0.8

Results for O=C(COc1ccccc1[N+](=O)[O-])NC1CC1 ?
Neddyl block: inactive; CSN deneddyl inh: -3.4; MsrA act: -8.6; FAS TE block: -4.8; Rin1-Abl PPI inh: 0.4; Tb MetRS inh: -0.2; MLLE-PAM2 inh: 25.8; eLon inh: -3.2; MsrA inhibitor: 0.7

Results for COc1ccc(S(=O)(=O)NNC(=O)c2sccc2-n2cccc2)cc1 ?
Neddyl block: inactive; CSN deneddyl inh: -1.5; MsrA act: -0.9; FAS TE block: -1.9; Rin1-Abl PPI inh: -0.6; Tb MetRS inh: 0.1; MLLE-PAM2 inh: 0.5; eLon inh: 1.5; MsrA inhibitor: -0.7

How did COc1ccc(NC(=O)CN(C2CCCCC2)S(C)(=O)=O)cc1Cl do in these assays?
Neddyl block: inactive; CSN deneddyl inh: -0.4; MsrA act: -2.0; FAS TE block: 1.9; Rin1-Abl PPI inh: -0.7; Tb MetRS inh: -0.5; MLLE-PAM2 inh: 0.8; eLon inh: -5.6; MsrA inhibitor: 0.7

What do the screens show for `COc1cc(C(=O)N2CCN(C3CCCCC3)CC2)cc(OC)c1OC`?
Neddyl block: inactive; CSN deneddyl inh: 0.1; MsrA act: -3.3; FAS TE block: -6.6; Rin1-Abl PPI inh: 0.5; Tb MetRS inh: -0.4; MLLE-PAM2 inh: 5.4; eLon inh: -2.5; MsrA inhibitor: -0.6

How did O=C(CCCNS(=O)(=O)c1cccc2nsnc12)NCc1ccc(Cl)cc1 do in these assays?
Neddyl block: inactive; CSN deneddyl inh: -0.1; MsrA act: -2.9; FAS TE block: -2.0; Rin1-Abl PPI inh: -1.3; Tb MetRS inh: -0.3; MLLE-PAM2 inh: -1.8; eLon inh: -5.9; MsrA inhibitor: 0.4

What do the screens show for `O=c1c2[nH]c3cccc(Cl)c3c2ncn1Cc1ccncc1`?
Neddyl block: inactive; CSN deneddyl inh: -1.0; MsrA act: -6.9; FAS TE block: -0.7; Rin1-Abl PPI inh: -2.3; Tb MetRS inh: -1.1; MLLE-PAM2 inh: -5.9; eLon inh: -7.4; MsrA inhibitor: -0.6

Results for CC(=O)NCc1ccc(S(=O)(=O)N/N=C/c2ccc(Br)cc2)cc1 ?
Neddyl block: inactive; CSN deneddyl inh: 0.1; MsrA act: -2.1; FAS TE block: -2.8; Rin1-Abl PPI inh: 2.0; Tb MetRS inh: -0.3; MLLE-PAM2 inh: -35.9; eLon inh: 0.4; MsrA inhibitor: 0.7

What do the screens show for `C=CCCN(Cc1ccccc1)S(=O)(=O)c1cc(Br)ccc1Br`?
Neddyl block: inactive; CSN deneddyl inh: -0.9; MsrA act: -1.8; FAS TE block: 25.9; Rin1-Abl PPI inh: 3.2; Tb MetRS inh: -0.2; MLLE-PAM2 inh: -10.0; eLon inh: -0.9; MsrA inhibitor: -0.5

Results for COc1ccc(-c2sc3cc4c(cc3c2C#CCO)OCO4)cc1 ?
Neddyl block: inactive; CSN deneddyl inh: 5.7; MsrA act: 1.2; FAS TE block: 17.4; Rin1-Abl PPI inh: 2.7; Tb MetRS inh: 0.1; MLLE-PAM2 inh: -0.4; eLon inh: -4.5; MsrA inhibitor: 0.0

Results for Cc1cc(C)n(C(C)CC(=O)Nc2ccc3c(c2)OCO3)n1 (configuration not stated) ?
Neddyl block: inactive; CSN deneddyl inh: -1.8; MsrA act: -0.6; FAS TE block: -7.5; Rin1-Abl PPI inh: -2.5; Tb MetRS inh: -0.6; MLLE-PAM2 inh: -2.8; eLon inh: -0.5; MsrA inhibitor: 1.5

Results for O=C(O)CCCC(=O)N1CCN(c2nc(-c3ccccc3)c3ccccc3n2)CC1 ?
CSN deneddyl inh: 5.8; MsrA act: -3.1; FAS TE block: -9.6; Rin1-Abl PPI inh: 1.3; Tb MetRS inh: -0.2; MLLE-PAM2 inh: -0.6; eLon inh: -4.2; MsrA inhibitor: -0.5

Results for COc1ccc(-c2ccc(SCC(=O)N3CC(=O)Nc4ccccc43)nn2)cc1 ?
Neddyl block: inactive; CSN deneddyl inh: 4.7; MsrA act: -2.1; FAS TE block: -4.9; Rin1-Abl PPI inh: 2.0; Tb MetRS inh: -0.7; MLLE-PAM2 inh: 3.1; eLon inh: -0.8; MsrA inhibitor: -0.9

How did CCCCNc1nc(N)nc(-c2cc(Cl)ccc2O)n1 do in these assays?
Neddyl block: inactive; CSN deneddyl inh: 3.4; MsrA act: -0.4; FAS TE block: 33.5; Rin1-Abl PPI inh: -3.9; Tb MetRS inh: 0.0; MLLE-PAM2 inh: -16.8; eLon inh: 3.1; MsrA inhibitor: -0.8

Results for O=C1Nc2cc(C(=O)N3CCOCC3)ccc2SC1N1CCOCC1 (configuration not stated) ?
Neddyl block: inactive; CSN deneddyl inh: -2.2; MsrA act: -2.8; FAS TE block: -7.6; Rin1-Abl PPI inh: -1.8; Tb MetRS inh: -0.2; MLLE-PAM2 inh: -1.4; eLon inh: 7.7; MsrA inhibitor: 0.9

What do the screens show for `CC(C)CN(CC(C)C)C(=O)COc1ccccc1C(N)=O`?
Neddyl block: inactive; CSN deneddyl inh: 4.7; MsrA act: -7.4; FAS TE block: -3.1; Rin1-Abl PPI inh: 2.5; Tb MetRS inh: -0.6; MLLE-PAM2 inh: -8.1; eLon inh: 9.4; MsrA inhibitor: -0.6

Assay outcomes (PubChem BioAssay)
